Screens (PubChem BioAssay)
BLM helicase inh = inhibitors of human Bloom syndrome helicase BLM. P54132. recombinant BLM DNA unwinding, fluorescence dequenching. Potency, µM (top dose mostly 56.1 µM), without a hit: at the highest dose activity change, negative = inhibition, hits mostly inhibitors. actives 0.2% (n = 350,000);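 also: plate controls were vehicle for no effect and no enzyme for full effect; nearly all actives have a fitted effect of over 35% in size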
HP1b binding inh = HP1-beta chromodomain-methylated histone interaction inhibition; AlphaScreen HP1-beta / biotin-H3K9me3 peptide binding; Potency, µM (series often up to 114 µM), for inactives: top-dose activity change, negative = inhibition, hits mostly inhibitors; actives 0.56% (n = 390,000); AID 540317; also: nearly all actives have a fitted effect of over 70% in size; inactives centre near 23
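AlphaScreen: HP1-beta (50 nM) preformed 30 min with biotin-H3(1-18)K9me3 peptide (50 nM) in PBS pH 7.4, 0.01% Tween-20. Compound added for 30 min at RT, then streptavidin donor/nickel chelate acceptor beads (10 ug/mL) for 30 min.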
G9a block = blocks human histone lysine methyltransferase G9a. Q96KQ7. G9a H3K9 monomethylation, AlphaScreen, 2 h. Potency, µM (titrated, usually from 102 µM), for inactives: at the top dose activity, negative = inhibition, most hits filed as inhibitors. actives 8.8% (n = 350,000). AID 504332; also: % is scaled to controls: 0 for no effect and ±100 for the full control effect; nearly all actives have a fitted effect of over 75% in size
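Readings reflect AlphaScreen signal from monomethyl-H3K9 antibody detection. HMT at 20 nM; substrate b-H3K9 500 nM; cofactor SAM 20 uM; 2 h RT reaction; compounds tested as titrations in qHTS with 15 min preincubation.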
BAZ2B block = blocks human BAZ2B | Q9UIF8 | AlphaScreen BAZ2B-H3K14Ac peptide displacement | Potency, µM (top dose mostly 114 µM), for inactives: at the highest dose activity change, negative = inhibition, hits mostly inhibitors | actives 4.4% (n = 360,000) | AID 504333; also: % is scaled to controls: 0 for no effect and ±100 for the full control effect; nearly all actives have a fitted effect of over 60% in size
Target sequence (Q9UIF8 whole entry, looked up): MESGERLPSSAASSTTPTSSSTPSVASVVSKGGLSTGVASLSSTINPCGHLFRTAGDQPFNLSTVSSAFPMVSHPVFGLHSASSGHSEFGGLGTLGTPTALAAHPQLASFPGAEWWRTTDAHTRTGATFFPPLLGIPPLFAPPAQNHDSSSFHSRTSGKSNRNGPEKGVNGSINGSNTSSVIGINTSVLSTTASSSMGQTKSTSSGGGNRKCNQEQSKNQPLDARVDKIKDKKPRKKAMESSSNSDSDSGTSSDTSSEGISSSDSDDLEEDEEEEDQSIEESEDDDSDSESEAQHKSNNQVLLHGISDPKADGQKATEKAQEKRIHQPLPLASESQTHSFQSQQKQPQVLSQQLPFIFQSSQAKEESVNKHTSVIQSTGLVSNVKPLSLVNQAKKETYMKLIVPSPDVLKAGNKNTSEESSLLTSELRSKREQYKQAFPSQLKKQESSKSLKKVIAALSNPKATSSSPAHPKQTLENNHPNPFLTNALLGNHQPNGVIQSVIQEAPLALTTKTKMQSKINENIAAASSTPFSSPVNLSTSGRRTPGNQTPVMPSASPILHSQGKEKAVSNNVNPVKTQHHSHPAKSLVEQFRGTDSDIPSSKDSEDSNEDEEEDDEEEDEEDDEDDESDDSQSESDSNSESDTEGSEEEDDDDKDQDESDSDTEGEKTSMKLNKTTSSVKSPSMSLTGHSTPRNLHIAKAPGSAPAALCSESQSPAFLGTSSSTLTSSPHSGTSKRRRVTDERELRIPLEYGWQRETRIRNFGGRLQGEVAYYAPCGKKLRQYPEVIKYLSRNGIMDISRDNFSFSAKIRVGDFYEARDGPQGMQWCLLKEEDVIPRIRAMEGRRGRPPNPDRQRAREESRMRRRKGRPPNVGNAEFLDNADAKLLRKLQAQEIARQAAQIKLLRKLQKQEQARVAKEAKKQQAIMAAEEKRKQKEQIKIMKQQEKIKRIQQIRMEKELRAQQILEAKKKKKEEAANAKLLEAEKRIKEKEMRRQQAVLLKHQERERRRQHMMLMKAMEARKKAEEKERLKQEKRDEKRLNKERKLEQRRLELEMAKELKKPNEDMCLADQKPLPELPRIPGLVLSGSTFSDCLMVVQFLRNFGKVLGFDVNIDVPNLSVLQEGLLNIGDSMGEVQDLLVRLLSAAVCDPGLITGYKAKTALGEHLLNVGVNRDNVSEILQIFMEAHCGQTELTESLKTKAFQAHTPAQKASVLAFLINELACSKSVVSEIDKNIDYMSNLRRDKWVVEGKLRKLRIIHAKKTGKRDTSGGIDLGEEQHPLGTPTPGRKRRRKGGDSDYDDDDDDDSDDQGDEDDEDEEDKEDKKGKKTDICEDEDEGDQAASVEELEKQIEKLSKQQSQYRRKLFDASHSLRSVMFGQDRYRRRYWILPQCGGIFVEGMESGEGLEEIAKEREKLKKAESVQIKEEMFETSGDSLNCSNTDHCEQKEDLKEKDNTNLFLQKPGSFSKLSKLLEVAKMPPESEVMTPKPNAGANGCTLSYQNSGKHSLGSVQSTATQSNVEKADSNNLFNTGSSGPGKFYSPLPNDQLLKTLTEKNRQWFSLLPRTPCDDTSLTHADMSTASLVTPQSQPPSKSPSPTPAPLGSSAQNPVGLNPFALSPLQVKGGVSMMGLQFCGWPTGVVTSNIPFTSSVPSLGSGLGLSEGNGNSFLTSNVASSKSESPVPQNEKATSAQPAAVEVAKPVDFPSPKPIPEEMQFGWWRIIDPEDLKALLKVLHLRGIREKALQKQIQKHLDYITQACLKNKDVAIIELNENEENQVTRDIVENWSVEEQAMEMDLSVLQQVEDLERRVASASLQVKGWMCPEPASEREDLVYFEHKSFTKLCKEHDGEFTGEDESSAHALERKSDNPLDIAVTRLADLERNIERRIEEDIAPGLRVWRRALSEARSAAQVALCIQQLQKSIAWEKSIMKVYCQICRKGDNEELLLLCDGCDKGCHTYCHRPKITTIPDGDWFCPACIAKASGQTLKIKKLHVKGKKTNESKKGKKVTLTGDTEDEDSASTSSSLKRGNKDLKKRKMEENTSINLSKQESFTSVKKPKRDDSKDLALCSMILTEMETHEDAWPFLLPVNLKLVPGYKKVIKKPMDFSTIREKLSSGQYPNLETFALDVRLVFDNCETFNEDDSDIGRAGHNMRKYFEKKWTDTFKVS
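Multi-concentration screen (max 110 uM) measuring displacement of acetylated histone H3 peptide from BAZ2B by AlphaScreen, using 50 nM protein, 50 nM peptide and 10 ug/mL streptavidin donor plus Ni-chelate acceptor beads.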
Pin1 inh = human Pin1 inhibition. actives 0.009% (n = 390,000). Potency, µM (titrated, usually from 115 µM), without a hit: at the highest dose activity, negative = inhibition, usual class: inhibitors. Q13526. Pin1 FP peptide displacement, HiFluor488, 10 min; active = well fitted inhibition curve with a large enough effect in the polarisation, with a control signal flat, not every such curve was filed as active; inconclusive = small, poorly fitted or top-dose-only effect, or effect the other way, or a change in a side signal; inactive = no such curve, though single readings can be large or run the other way; the % refers to the polarisation; also: % is scaled to controls: 0 for no effect and ±100 for the full control effect
GLS inhibitor = glutaminase GLS (human) inhibition; Potency, µM (highest dose often 45.5 µM), for inactives: at the top dose activity change, negative = inhibition, usual class: inhibitors; actives 0.21% (n = 410,000); GLS enzymatic activity, qHTS titration; also: % is scaled to controls: 0 for no effect and ±100 for the full control effect
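Compounds were pin-transferred onto hKGA, after which L-glutamine (1 mM solution) and a detection mix of glutamate oxidase, HRP and Amplex Red were added. Initial and 30 min RT fluorescence reads were collected.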
Pol iota inh = DNA polymerase iota (human) inhibition; Q9UNA4; Pol iota fluorescent replication assay, 10 min; Potency, µM (titrated, usually from 115 µM), inactives show top-dose activity, negative = inhibition, most hits filed as inhibitors; actives 1% (n = 390,000)
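Pol iota at 10 nM preincubated 15 min with compounds at room temperature; reaction started with fluorescent substrate, 50 nM final. Fluorescence read kinetically at 0 and 10 min; buffer-only wells as negative control.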
PGK inhibitor = blocks T. brucei phosphoglycerate kinase. P07378. PGK/GAPDH coupled, Kinase-Glo luminescence, 60 min. actives 0.043% (n = 380,000). Potency, µM (top dose mostly 57.5 µM), for inactives: top-dose activity change, negative = inhibition, usual class: inhibitors; also: % is scaled to controls: 0 for no effect and ±100 for the full control effect; nearly all actives have a fitted effect of over 60% in size
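Recombinant glycosomal PGK reaction used 1,3-bisphosphoglycerate generated in-well by GAPDH (100nM final) in 100mM TEA pH 7.6, 5mM MgCl2, 0.01% Tween-20. After 60 minutes at room temperature, ATP was read by Kinase-Glo Plus luminescence end-point.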
JMJD2A Tudor = inhibitors of human JMJD2A Tudor domain; AlphaScreen JMJD2A-Tudor / H3K4me3 peptide binding; actives 4.4% (n = 390,000); Potency, µM (series often up to 114 µM), for the others: top-dose activity change, negative = inhibition, usual class: inhibitors; O75164; also: % is scaled to controls: 0 for no effect and ±100 for the full control effect; nearly all actives have a fitted effect of over 50% in size
Active calls of the source: *; i = inactive; ? = inconclusive; nt = not tested or not shown; & = joins results of further samples; [ ] = dose if it differs, or a comment. Unless noted, calls follow the shape of the dose curve; as a rule, active = well fitted curve in the direction sought with a large enough effect; inconclusive = small, poorly fitted or top-dose-only effect, or another doubt; inactive = no such curve, though single readings can be large; an effect the other way counts as inactive or inconclusive. Potency is read from the fitted curve at half-maximal effect. This is a subset, so the mix of outcomes need not match the whole.

| mol | BLM helicase inh | HP1b binding inh | G9a block | BAZ2B block | Pin1 inh | GLS inhibitor | Pol iota inh | PGK inhibitor | JMJD2A Tudor |
| --- | --- | --- | --- | --- | --- | --- | --- | --- | --- |
| Cc1ccc(Cn2c(C(=O)O)c(CNCc3ccccc3Cl)c3ccc(C)cc32)cc1 | -2% | 20% | -32%[59 µM] | ? | -4% | 10% | -29% | 8% | -23% |
| Cc1ccc(NC(=O)CN2C(=O)COc3ccc(C)cc32)nc1 | -3% | 28% | -33% | 9% | -3% | -2% | 6%[58.9 µM] | 0% | -1% |
| COc1cc(C(=O)NCc2nnnn2-c2ccc(C)c(C)c2)cc(OC)c1OC | 0% | 31%[57 µM] | 9%[59 µM] | 7% | -5% | -1% | 24% | -6% | -3% |
| COc1ccc2[nH]c3c(=O)n4c(nc3c2c1)SCCC4 | 0% | 20% | -6% | 10% | -3% | 5% | 91%[activator] | -4% | -11%[11.4 µM] |
| COC(=O)c1cc2c(n1S(=O)(=O)c1ccc(C)cc1)C(=O)C(=O)c1[nH]cc(C(=O)OCc3ccccc3)c1-2 | nt | ? | nt | nt | -8% | -17% | -7% | -9% | ? |
| Nc1[nH][nH]c(=O)c1N=Nc1cccc(Cl)c1 | -6% | -8% | ? | ? | -2% | 70%[activator] | 44%[activator] | -6% | ? |
| COc1cc(C(=S)N2CCOCC2)cc(OC)c1OS(=O)(=O)c1ccc(NC(C)=O)cc1 | 2% | 19% | -31%[59 µM] | -6% | -2% | 4% | 21% | -2% | -18% |
| CN(Cc1ccccc1)c1ccc2cc(S(=O)(=O)N3CCCCC3)ccc2n1 | -6% | 43%[activator] | 20%[59 µM] | 7% | 5% | 0% | 7% | -2% | 22% |
| COc1cc(/C=C2\C(=O)N(c3ccc(S(N)(=O)=O)cc3)N=C2C)ccc1OC(=O)c1ccco1 | -14% | 3% | ? | ? | -7% | -13% | 2.5µM* | ? | ? |
| CC(C)(C)C(=O)CSc1ccc(S(=O)(=O)N2CCN(Cc3ccccc3)CC2)cn1 | nt | 35% | 17%[12.7 µM] | 13% | 7% | -4% | ? | 4% | -20% |
| CC1CCc2nc3ccc(S(=O)(=O)N4CCC(C(=O)NCc5ccccc5Cl)CC4)cc3c(C(=O)O)c2C1 (centres undefined) | -9%&-6% | 34%&8% | ? | -24%&-18% | ? | -3%&-2% | 50µM* | -6% | -19%&-21% |
| COC(=O)c1ccccc1C(=O)N1CC(O)CO1 (centres undefined) | -3% | 18% | 21% | -1% | ? | 4% | -3% | 3% | -18% |
| Cc1ccc(S(=O)(=O)N2CCN(C(=O)CNC(=O)c3ccc(Br)o3)CC2)cc1 | nt | ? | -7% | -6% | 4% | 0% | 25% | i | -11% |
| CC(C)c1[nH]c(=O)c(C#N)c2c1CSC(C)(C)C2 | 2% | 41% | ? | 2% | -8% | 13% | 22% | -8% | -17% |
| Cc1ccc(Nc2nc(N)nc(CSc3nnnn3-c3ccccc3)n2)cc1 | -17% | 130%[activator] | 12%[12.7 µM] | ? | -2% | -1% | 20µM* | -2% | 89µM* |
| COc1ccc(NC(=O)c2ccc(NC(=O)C3COc4ccccc4O3)cc2)c(OC)c1 (centres undefined) | nt | 20%[57 µM] | nt | nt | -2% | 5% | 33%[activator] | 7% | -4% |
| COc1cccc(CNC(=O)Cn2cc3c(n2)CCCCC3)c1 | 0% | 51%[activator] | 16% | 0% | -2% | 12% | 5% | -2% | 0% |
| COc1ccccc1CCNC(=O)NC1CCCCC1 | -3% | 44%[activator] | 8% | 1% | 1% | -1% | 1% | -1% | 15% |
| O=c1[nH]c2ccc(Cl)cc2c(-c2ccccc2)c1N1CCN(c2ccccn2)CC1 | -2% | 5% | 9% | 14% | ? | 1% | -17% | nt | -23% |
| CCN(CC)CCNC(=O)Cn1nc(-c2ccccc2)c2ccccc2c1=O | 3% | 33% | -11% | 1% | 0% | 11% | 13% | i | 0% |
| Cc1ccc(S(=O)(=O)NC(C(=O)N2CCOCCOCCOCCOCC2)C(C)C)cc1 (centres undefined) | 0% | 24% | ? | -21% | 0% | -3% | 38%[activator] | -9% | -9% |

2 records drawn at random from the list so far:
| mol | BLM helicase inh | HP1b binding inh | G9a block | BAZ2B block | Pin1 inh | GLS inhibitor | Pol iota inh | PGK inhibitor | JMJD2A Tudor |
| --- | --- | --- | --- | --- | --- | --- | --- | --- | --- |
| COc1cc(C(=O)NCc2nnnn2-c2ccc(C)c(C)c2)cc(OC)c1OC | 0% | 31%[57 µM] | 9%[59 µM] | 7% | -5% | -1% | 24% | -6% | -3% |
| Cc1ccc(Cn2c(C(=O)O)c(CNCc3ccccc3Cl)c3ccc(C)cc32)cc1 | -2% | 20% | -32%[59 µM] | ? | -4% | 10% | -29% | 8% | -23% |

One compound at a time (already shown). Values in the order: BLM helicase inh	HP1b binding inh	G9a block	BAZ2B block	Pin1 inh	GLS inhibitor	Pol iota inh	PGK inhibitor	JMJD2A Tudor
Entry for COC(=O)c1ccccc1C(=O)N1CC(O)CO1 (centres undefined) = -3%	18%	21%	-1%	?	4%	-3%	3%	-18%
Entry for CC(C)c1[nH]c(=O)c(C#N)c2c1CSC(C)(C)C2 = 2%	41%	?	2%	-8%	13%	22%	-8%	-17%
